H9c2 TAG inh: triacylglycerol accumulation inhibition; 0.66% of 230,000 active; H9c2 cells, Nile Red lipid (TAG) fluorescence; cells loaded with 200 µM oleic acid; inhibition, % at 12.5 µM;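 active = pattern-corrected inhibition of lipid staining of at least 50% with the nuclear-stain viability signal not falling by more than 50%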;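 note: 0% = DMSO wells and 100% = triacsin C control wells; some results filed as inactive read as strong as hits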
H9c2 TAG inh DAPI viability: also measured in H9c2 TAG inh; calls as there; DAPI nuclei signal change (viability), lower = more cytotoxic, %;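 whole-well DAPI fluorescence read on a plate reader as a viability signal; minus 50 percent equals half of cells still viable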
* = called active by the depositor; i = inactive. These rows are one share of the data; count on the stated rates, not on these rows.

mol | H9c2 TAG inh | H9c2 TAG inh DAPI viability
COc1ccc(S(=O)(=O)Nc2c(C)nn(C)c2C)cc1Br | 3 | -10
CC(C)CC(NC(=O)CC12CC3CC(CC(C3)C1)C2)C(=O)NC1=NCCS1 (centres undefined) | -10 | -2
CCOC(=O)Cn1c(S(=O)(=O)Cc2ccc(Cl)cc2)nc(-c2ccccc2)c1-c1ccccc1 | 9 | 1
O=C(CSc1ccccn1)Nc1ccc(Cl)c([N+](=O)[O-])c1 | 6 | -12
O=C(CCSc1nnc(-c2ccco2)o1)N1CCOCC1 | -6 | -4
CC(C)CCNC(=O)C(c1ccncc1)N(CC1CCCO1)C(=O)Cn1nnc(-c2ccc(F)cc2)n1 (centres undefined) | 13 | -2
CN(c1ccc(F)cc1)S(=O)(=O)c1ccc(Cl)c(C(=O)NCC2(N3CCOCC3)CCCCC2)c1 | -4 | 4
CCN(CC)c1ccc(NC(=S)NC(=O)c2cccs2)cc1 | 13 | 7
O=C(c1ccc(F)cc1)N1CCC(O)(c2cccnc2)CC1 | -23 | 11
CC1c2ccccc2N(S(=O)(=O)c2ccccc2)C1C (centres undefined) | -15 | -3
COc1cccc(CC2(CO)CCN(Cc3cnc(-c4cccc(C)c4)nc3)CC2)c1 | -4 | 14
CN(C)/C=C/C(=O)c1cnc(-c2ccccn2)s1 | -2 | -2
Cn1cccc1C(=O)C(=O)Nc1ccc(F)c(F)c1 | -3 | -4
Cc1cc2nc(-c3cc(N4CCOCC4)ccc3[N+](=O)[O-])ccn2n1 | -1 | 7
Cc1ccc(O)c(C2=Nc3ccccc3N=C(c3cccc([N+](=O)[O-])c3)C2)c1 | 17 | -11
CC1(C)OC(=O)C2=C(CC(CCc3ccccc3)OC2c2ccccc2)O1 (centres undefined) | -15 | -2
Cc1cccc(N2C(=O)SC(SC(=Nc3ccccc3)Nc3ccccc3)C2=O)c1 (centres undefined) | -5 | -4
Cc1ccc(C(=O)Nc2ccc3cn[nH]c3c2)cc1S(=O)(=O)N1CCOCC1 | -10 | 2
O=S1(=O)CCC(NC(=S)SCCOc2ccccc2)C1 (centres undefined) | 0 | 5
O=C(COC(=O)c1cc[n+]([O-])cc1)Nc1ccc(Cl)cc1Cl | -12 | 1
Cc1cc(Nc2cc(Cl)nc(Sc3ccc(NC(=O)C4CC4)cc3)n2)n[nH]1 | -5 | -2
c1cncc(-c2nc(-c3cccs3)cs2)c1 | -2 | -7
CCCN(CCC)CCOc1cc(C)ccc1C(C)C | -3 | 9
O=C1N/C(=N/Nc2ccccc2)S/C1=C\c1ccccc1 | 3 | -3
CN1CCN(C(=O)C2=C[C@H](c3ccc4c(c3)OCO4)C[C@H](OCc3ccc(CO)cc3)O2)CC1 | 1 | -1
CC(C)(C)C(=O)OCc1nc(-c2ccc(Cl)cc2)cs1 | -7 | -1
O=C(CSc1nc(=O)n(CCN2CCOCC2)c2c1CCC2)Nc1ccc(OC(F)(F)F)cc1 | 5 | -3
N#CC(C#N)=Cc1cccn1-c1ccc(S(N)(=O)=O)cc1 | -1 | -17
CC(C)C[C@H](NC(=O)c1nc[nH]c1C(=O)NCc1ccccc1)C(=O)OC(C)(C)C | -18 | -6
CCCCn1c(=S)[nH]c2cc(S(=O)(=O)N3CCCCC3)ccc21 | -17 | 15
CNC(=S)N(C)[C@H]1c2c(ccc3ccccc23)OC[C@H]1CO | -5 | 5
Cc1onc(-c2c(F)cccc2Cl)c1C(=O)Nc1nnc(C(F)(F)F)s1 | -9 | 1
CCC1(c2ccccc2)NC(=O)N(CC(=O)Nc2ccc(N3CCOCC3)cc2)C1=O (centres undefined) | 2 | 2
N=C1SCC(=O)N1c1ccc(Cl)cc1 | -10 | 5
Cc1nc2sc(C(c3ccco3)N3CCC(Cc4ccccc4)CC3)c(O)n2n1 (centres undefined) | -12 | -7
CCN(Cc1nc(-c2cccc(Cl)c2)no1)CC1CCCO1 (centres undefined) | -2 | 6
Cc1ccc(C(=O)NC2CC(C)(C)NC(C)(C)C2)cc1S(=O)(=O)N1CCOCC1 | 4 | 2
CCOC(=O)C1=C(COC(=O)COc2ccccc2OCC)NC(=O)NC1C (centres undefined) | -1 | 0
CCN1CCc2nc3ccccc3c(C(=O)Nc3ccc(NC(C)=O)cc3)c2C1 | 23 | -14
Cc1ccc(S(=O)(=O)N(C)C)cc1NC(=O)c1cc(S(=O)(=O)N2CCCCC2)ccc1N1CCOCC1 | -22 | 7
CC(C)(C)N(Cc1ccccc1)C(=O)COC(=O)c1ccc(N2CCCC2=O)cc1 | -18 | 3
O=C(CSc1nc(C2CC2)nc2ccccc12)N1CCc2ccccc21 | -20 | -5
Cc1ccccc1SCC(=O)NCC(c1ccc(F)cc1)N1CCOCC1 (centres undefined) | -4 | 0
O=C1OC(c2ccccc2)(c2ccccc2)c2ccsc21 | -7 | -1
O=c1nc2n(c3ncccc13)CCCCC2 | -7 | 2
CCc1ccccc1NC(=O)NCc1ccc2c(c1)OCO2 | -19 | 38
CC1CCN(CCOCCOc2ccccc2Br)CC1 | 1 | 6
O=C(COc1cccc(-n2cnnn2)c1)NCCC1=CCCCC1 | 3 | 3

Ordered by heavy-atom count (smallest number first): part of the list above
mol | H9c2 TAG inh | H9c2 TAG inh DAPI viability
N=C1SCC(=O)N1c1ccc(Cl)cc1 | -10 | 5
N#CC(C#N)=Cc1cccn1-c1ccc(S(N)(=O)=O)cc1 | -1 | -17
O=C(COC(=O)c1cc[n+]([O-])cc1)Nc1ccc(Cl)cc1Cl | -12 | 1
Cc1cc(Nc2cc(Cl)nc(Sc3ccc(NC(=O)C4CC4)cc3)n2)n[nH]1 | -5 | -2
Cc1ccc(C(=O)Nc2ccc3cn[nH]c3c2)cc1S(=O)(=O)N1CCOCC1 | -10 | 2
Cc1cccc(N2C(=O)SC(SC(=Nc3ccccc3)Nc3ccccc3)C2=O)c1 (centres undefined) | -5 | -4
CCOC(=O)Cn1c(S(=O)(=O)Cc2ccc(Cl)cc2)nc(-c2ccccc2)c1-c1ccccc1 | 9 | 1

Next section:
mol | H9c2 TAG inh | H9c2 TAG inh DAPI viability
CC(C)CSCC1OC(n2cnc3c(N)nccc32)C(O)C1O (centres undefined) | -7 | 7
CC(C)(C)C(=O)c1cn(CC(=O)O)c2ccccc12 | -2 | -3
O=C(CSc1ccc(F)cc1)NCCSc1ccccc1 | 10 | -9
O=C(COC(=O)CNC(=O)c1ccccc1F)NCCNC(=O)COC(=O)CNC(=O)c1ccccc1F | -1 | 4
COc1ccc(NC(=O)CNc2ccccc2C(C)=O)cc1S(=O)(=O)N1CCOCC1 | 10 | 1
Cc1cccnc1NC(=O)C1CCN(S(=O)(=O)c2ccc3ccccc3c2)CC1 | 5 | -7
COCCOC(=O)c1[nH]c2c(c1C)C(=O)CC(c1cccs1)C2 (centres undefined) | 44 | -25
COc1ccc(N2CCN(c3cc(C)c4ccc(O)cc4n3)CC2)cc1 | -17 | 1
Cn1nc(C(F)(F)F)cc1-c1ccc(/C=C(\C#N)C(=O)c2cccc(C(F)(F)F)c2)s1 | 6 | 1
CC(C)NC(=O)CC(=O)N/N=C/c1c(F)cccc1Cl | -2 | 0
Cc1oc(-c2cccc(F)c2)nc1CN1CCCCC1CCc1ccccn1 (centres undefined) | 4 | 8
CC1CN(C(=O)CCn2c(=O)oc3ccccc32)CC(C)O1 (centres undefined) | -4 | -4

Later entries.
Below each SMILES – H9c2 TAG inh	H9c2 TAG inh DAPI viability
FC(F)(F)c1cc(-c2ccco2)nc(NCc2cccs2)n1
→ -6	-1
CN(C)CCNC(=O)c1cc2c(s1)-c1ccccc1OC2
→ 28	i
COc1cccc(NC(=O)CN2C(=O)NC(CCc3ccccc3)C2=O)c1 (centres undefined)
→ -19	1
COc1ccc(OCC#CCNC(C)(C)C)cc1
→ -31	-4
COCCOc1cc(NC(=O)c2cccc(OC)c2)c(Cl)cc1Cl
→ -2	2
COc1cc2c(cc1OC)C(=O)CCC2
→ -2	4
O=C(NC1(C(F)(F)F)N=C2SCCN2C1=O)c1ccco1 (centres undefined)
→ 13	-9
COc1cc(OC)c(OC)cc1CN1CCN(Cc2ccc(C(F)(F)F)cc2)CC1
→ -1	-6
CCc1nnc(NS(=O)(=O)c2ccc(NC(=O)COc3ccc(Cl)c(C)c3)cc2)s1
→ -5	3
COc1ccc(F)cc1-c1cc(C(=O)NCc2ccc(F)cc2)[nH]n1
→ 7	2
CCOc1ccc(NC(=O)C2CCN(S(=O)(=O)c3ccc4c(c3)C(C)(C)C(=O)N4C)CC2)cc1
→ 1	-7
CCOC(=O)C1C(=O)OC(C)(C)C1C(CC)C(=O)c1ccccc1 (centres undefined)
→ -24	15
O=C1NC[C@H](Cc2ccccc2)N(CC2CCN(CCc3ccc(-c4ccccc4)cc3)CC2)C1=O
→ -2	15
Cc1nc2scc(-c3ccccc3)c2c(=O)o1
→ 3	-13
CC1=C(C(=O)N(C)C)CC(CC(=O)NCCc2ccccn2)C(=O)N1Cc1ccc(F)cc1 (centres undefined)
→ -1	-3
O=C(Nc1cccc(C(=O)Nc2ccccc2F)c1)c1ccccc1
→ 13	-6
CN1CCN(S(=O)(=O)c2ccc3c(c2)oc(=O)n3C)CC1
→ 6	-8
CC1(C)Cc2nc(NC3CCCCC3)c(C#N)cc2CO1
→ 6	80
COc1ccc(NC(=S)Nc2ccccn2)c(OC)c1
→ 19	4
Oc1ccc(/C=N/Nc2ccccc2)cc1
→ 4	3
COc1ccc([N+](=O)[O-])cc1NS(=O)(=O)c1cccc(C(=O)NCCCN2CCCC2=O)c1
→ 1	-1
Cc1cc(=O)[nH]c(N/N=C/c2c(C)nn(-c3ccccc3)c2C)n1
→ -10	13
Cc1cc(C)cc(OC(=O)c2cccnc2)c1
→ -9	-6
CC(C)N1CCN(Cc2ccsc2)CC1CCO (centres undefined)
→ -12	15
CCc1ccc(S(=O)(=O)Nc2ccc(N3CCN(C)CC3)cc2)cc1
→ -2	3
NC1=NC(=Nc2ccc(S(N)(=O)=O)cc2)c2ccccc21
→ 7	-6
O=C(NCc1cc(C(F)(F)F)cc(C(F)(F)F)c1)C1CC(c2ccccc2[N+](=O)[O-])=NO1 (centres undefined)
→ -17	7
C[C@H](CO)N1C[C@H](C)[C@H](CN(C)Cc2ccccc2)Oc2ccc(NC(=O)Nc3ccc(F)cc3)cc2C1=O
→ 2	0
O=C(CNC(=S)N(Cc1ccccc1F)C1CCCCC1)NCC1CCCO1 (centres undefined)
→ 13	2
COc1ccc(-c2nn(-c3ccccc3)cc2C(=O)N2CCN(C(=O)c3ccco3)CC2)cc1
→ -47	-7
CCN=C1SC(CC(=O)Nc2sc(C)c(C)c2C(=O)OC)C(=O)N1CC (centres undefined)
→ 6	5
Cc1ccc2nsnc2c1S(=O)(=O)NCc1cccnc1
→ -6	6
COc1ccc(CCNc2oc(COc3ccccc3F)nc2C#N)cc1OC
→ -10	10
O=C(NNS(=O)(=O)c1ccccc1)C1CC(c2cccnc2)=NO1 (centres undefined)
→ 9	-8
CCCc1cc(=O)[nH]c(SCc2nc3ccc([N+](=O)[O-])cc3[nH]2)n1
→ 2	5
O=C1[C@H](Cc2ccccc2)NCCCC[C@H](c2ccc(Cl)cc2)N1Cc1ccccc1
→ -26	4
C=CCn1c(CNS(=O)(=O)c2ccc(Br)cc2)n[nH]c1=S
→ -2	8
Cc1ccc(OCC(=O)NNC(=O)c2ccc(F)c(S(=O)(=O)N3CCOCC3)c2)cc1C
→ -7	5
C=CCN(c1ccccc1)S(=O)(=O)c1cccc(C(=O)NNC(=O)c2ccncc2)c1
→ 0	0
COc1cccc(CNC(=O)Cn2nc([N+](=O)[O-])c(Br)c2C)c1
→ -4	2
NC1=NC2(CCCCC2)N(c2ccc(F)cc2)C(N)=N1
→ -5	0
Cc1cc(F)c(F)c(C(=O)N2CCN(C)CC2)c1Cl
→ -8	2
COc1ccc(-c2csc3ncnc(Nc4ccc(O)cc4)c23)cc1
→ 5	-4
C#CCOCCOCCOCCNc1nc(N2CCN(C(=O)Cn3cc(CCCN=C(N)N)nn3)CC2)nc(N2CCN(C(=O)[C@H](C)n3cc(CCCN=C(N)N)nn3)CC2)n1
→ -11	-4
CC(OC(=O)[C@@H](NC(=O)c1ccco1)C(C)C)C(=O)Nc1ncc(Cl)cc1Cl (some centres undefined)
→ 4	8
Cc1cccc(CCNC(=O)C2CCCN(S(=O)(=O)c3cnc[nH]3)C2)c1 (centres undefined)
→ 15	-7
CCOC(=O)[C@H]1O[C@@H]1C(=O)N[C@@H](CC(C)C)C(=O)NCCC(C)C
→ 3	-2
CN(Cc1cnn(C)c1)C(=O)c1cc2ccccc2oc1=O
→ 16	-9
CCC1(c2ccc(F)cc2)NC(=O)N(CC(=O)NC2CCCC(C)C2C)C1=O (centres undefined)
→ -7	1
CC(=O)C1=C(O)C(=O)N(c2ccc(S(=O)(=O)Nc3nccs3)cc2)C1c1ccc([N+](=O)[O-])cc1 (centres undefined)
→ 2	-6

Carrying on:
Below each SMILES – H9c2 TAG inh	H9c2 TAG inh DAPI viability
N#Cc1ccc(OC(=O)C2CCN(C3=NS(=O)(=O)c4ccccc43)CC2)cc1
→ -9	3
COc1ccc(N2CC(C(=O)N3CCc4ccccc43)CC2=O)cc1 (centres undefined)
→ 2	4
CN(C)C(CNC(=O)CN1C(=O)NC2(CCc3ccccc32)C1=O)c1ccco1 (centres undefined)
→ -13	5
COc1cc(S(=O)(=O)Nc2ccc3nc(C)sc3c2)ccc1NC(C)=O
→ -11	-3
O=C(N/N=C\c1cc(Br)cs1)C1COc2ccccc2O1 (centres undefined)
→ -21	1
CC(=O)N(CCCN1CCOCC1)Cc1ccncc1
→ 4	-5
COc1ccc(OC)c(N=C(C)C2=C(O)COC2=O)c1
→ 23	-3
C/C(=N\NC(=O)CSc1nc(C)cc(C)n1)c1ccc([N+](=O)[O-])cc1
→ -24	9
CCOCc1nnc(NC(=O)c2ccc3c(c2)OCO3)s1
→ 2	1
O=C(CSc1nnnn1-c1ccccc1Cl)Nc1ccc2c(c1)OCCO2
→ 14	-12
CCNC(=O)Cn1cc(C(F)(F)F)cc(Cl)c1=O
→ -4	3

Source: PubChem
